Source: PubChem BioAssay (Sanford-Burnham Center for Chemical Genomics)
H9c2 TAG inh: inhibitors of triacylglycerol accumulation, primary screen, cell-based, uHTS, fluorescence, H9c2; AID 651582, 2012; H9c2 cells, Nile Red lipid (TAG) fluorescence; cells loaded with 200 µM oleic acid; 0.66% of 230,000 active; inhibition, % at 12.5 µM;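 active means pattern-corrected inhibition of lipid staining of at least 50% with the nuclear-stain viability signal not falling by more than 50%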;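 further: 0% = DMSO wells and 100% = triacsin C control wells; some results filed as inactive read as strong as hits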
H9c2 TAG inh DAPI viability: also measured in H9c2 TAG inh; calls as there; DAPI nuclei signal change (viability), lower = more cytotoxic, %;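 whole-well DAPI fluorescence read on a plate reader as a viability signal; minus 50 percent equals half of cells still viable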
The depositor's hits bear a star; i = inactive. An excerpt; rates above refer to the full screens.

SMILES	H9c2 TAG inh	H9c2 TAG inh DAPI viability
CCN1C(=O)CC(Sc2ccccc2N)C1=O (stereo not given)	-7	-4
Cc1cc(CNC(=O)C(C)n2cc([N+](=O)[O-])cn2)c2ccccc2n1 (stereo not given)	-17	-3
COc1ccccc1NC(=O)c1ccc(NC(=O)CSc2ncccn2)cc1	4	-1
CN1CCN(CC(=O)N2c3ccccc3C(C)(c3ccc(Cl)cc3)CC2(C)C)CC1 (stereo not given)	19	6
Cc1ccc(SCCNC(=O)c2ccc(CN3CCOCC3)cc2)cc1	3	-4
COc1ccc(CN2CCN(C(=O)c3ccco3)CC2)c(OC)c1OC	-8	0
COc1ccc(/C=C(\C#N)C(=O)NCC(c2ccc(F)cc2)N2CCOCC2)cc1 (stereo not given)	17	1
CN(C)CC(C)(C)CNC(=S)Nc1cc(S(=O)(=O)N2CCOCC2)ccc1Cl	5	-17
CCC(=O)Nc1nonc1-c1nc2ccccc2n1Cc1cccc2ccccc12	50*	-18*
Cc1cc(C)n(-c2nc3ccccc3nc2Nc2ccc3c(c2)OCO3)n1	2	-2
CCN(CC(=O)NCc1ccc(Cl)cc1)C(=O)CSc1ccccc1	-65	-5
CC(C)(C)NC(=O)Cn1c(=O)n(CC(=O)NC(C)(C)C)c2ccccc21	2	6
O=C(CSc1nc(=O)[nH]c2c1CCCC2)Nc1cc(C(F)(F)F)cc(C(F)(F)F)c1	10	2
COc1ccccc1NC(=O)c1ccc(C(=O)Nc2ccccc2OC)nc1	-6	-5
C/C(=N\NC(=O)C1CC1c1ccccc1)c1cccc([N+](=O)[O-])c1 (stereo not given)	-33	13
O=C(CN1C(=O)c2ccccc2C1=O)Nc1nccs1	15	-12
COc1ccc2oc(C(=O)OCC(=O)Nc3ccc(NC(C)=O)cc3)c(C)c2c1	10	-4
COc1ccc(C(=O)Nc2ccc(S(=O)(=O)Nc3onc(C)c3C)cc2)cc1	-16	3
O=C(O)c1ccccc1C(=O)c1cccc2c(Br)cccc12	3	-2
NC(=O)c1ccccc1NC(=O)Cc1cccs1	4	0
O=S(=O)(c1cccs1)N1CCN(Cc2cccc(F)c2)CC1	3	6
FC(F)(F)c1nc(SCc2ccc(Cl)cc2Cl)n[nH]1	-7	4
COc1ccc(/C=N/NC(=S)Nc2cc(S(=O)(=O)N3CCOCC3)ccc2N2CCOCC2)cc1O	13	-4
Cc1ccccc1-c1cc(C(=O)NCc2cccc(C(F)(F)F)c2)n(CC2CC(c3cccnc3)=NO2)n1 (stereo not given)	5	-1
O=C(CN1CCOc2ccccc21)NC1CC1	-2	-5
CCOc1ccc(NC(=O)c2ccccc2-c2ccccc2C(=O)O)cc1	16	-11
COc1ccc(-c2cc(C(=O)N(C)Cc3ccc(F)cc3)c3ccccc3n2)cc1OC	-8	2
Cc1ccc(C)c(CSC2=NCCN2C(=O)Cc2ccc([N+](=O)[O-])cc2)c1	-21	-2
CCOC(=O)C1=C(CC)Nc2ccccc2N=C1NC(=O)c1cccc(S(=O)(=O)N2CCCC2)c1	23	-8
COc1ccc(Cl)cc1-c1nc(SCC(=O)NC(C)C)n[nH]1	-10	-14
COc1ccc(OCC(=O)NNC(=O)c2ccc3c(=O)n4c(nc3c2)CCC4)cc1	-7	-3
CCCCN(CC)C(=O)Cc1ccccc1OC	-32	-1
COc1ccc(S(=O)(=O)N2CCC(C(=O)NC3(C)CCS(=O)(=O)C3)CC2)cc1OC (stereo not given)	-2	-2
CCc1ccc(OC)c(-c2csc(N)n2)c1	1	-2
CSCCC(NC(=O)c1ccccc1Cl)C(=O)N1CCCCC1 (stereo not given)	2	8
COc1ccc2c(c1)CCc1cn3ncc(C#N)c3nc1-2	8	i
O=CN(CCNc1ccccc1)c1ccccc1	8	2
O=S(=O)(c1ccc(NC(=S)NC2CCCC2)cc1)N1CCCC1	13	-9
COc1cccc(NC(=O)CN(C)C(=O)CC2CC3CCC2C3)c1 (stereo not given)	-54	2
O=C(NCc1ccncc1)c1cc(C(=O)C2CC2)c[nH]1	10	-4

An excerpt of these results, bar-delimited:
canonical_smiles | H9c2 TAG inh | H9c2 TAG inh DAPI viability
Cc1ccccc1-c1cc(C(=O)NCc2cccc(C(F)(F)F)c2)n(CC2CC(c3cccnc3)=NO2)n1 (stereo not given) | 5 | -1
O=C(CN1CCOc2ccccc21)NC1CC1 | -2 | -5

(next part)
SMILES	H9c2 TAG inh	H9c2 TAG inh DAPI viability
C/C(=N/Nc1nc(C)cc(C)n1)c1ccc(Br)cc1	38	-16
Nc1nn2cc(-c3ccc(Br)cc3)nc2c2ccccc12	7	52
COc1ccc(OC)c(C(=O)NC2CCCc3c2cnn3-c2cc(C)cc(C)c2)c1 (stereo not given)	-23	7
CC1CCCCC1NC(=O)CSc1nnc(CN2CCOCC2)n1C (stereo not given)	-7	9
COc1ccc2cc(S(=O)(=O)N3CCCCC3)ccc2c1S(=O)(=O)N1CCCCC1	1	-8
CCCOc1ccccc1C1CC(=O)Nc2cc3c(cc21)OCCO3 (stereo not given)	40	-32
Cc1cc(C)cc(C(O)c2ncc(-c3ccccc3F)[nH]2)c1 (stereo not given)	14	-7
O=C(CSc1nnc(CNC(=O)c2cccc(C(F)(F)F)c2)o1)NC1CCCC1	6	1
CNS(=O)(=O)c1cccc(C(=O)OCC(=O)N(Cc2ccccc2)C(C)(C)C)c1	18	-6
COc1ccc(-n2nc(C(=O)NCC(=O)Nc3ccccn3)c3ccccc3c2=O)cc1Cl	31	-8
CC(=O)N1N=C(c2cccc(O)c2)CC1c1cccs1 (stereo not given)	-14	4
O=c1c(-c2ccc(Br)cc2)[n+]([O-])c2ccccc2n1OCc1ccccn1	11	2
CNc1nc(N(C)C)nc(N(C)C)n1	-10	1
COc1cc(NC(=S)NCCc2ccccc2)c(OC)cc1NC(=O)CC(C)C	-7	10
Cc1ccc2cccnc2c1N	-1	-4
N#Cc1ccc(NC2c3ccccc3CC2O)cc1 (stereo not given)	-14	0
NC(=O)c1cc2cc(Cl)ccc2oc1=O	12	-7
CCOC(=O)c1sc(-c2cccs2)nc1C	-1	25
CCc1ccc(CN2CCN(S(=O)(=O)Cc3ccccc3)CC2)cc1	-9	2
O=S(=O)(NCCOc1ccccc1F)c1cccc(Br)c1	-4	4

The final 6 compounds of the part above are carried over, then new ones follow.
SMILES	H9c2 TAG inh	H9c2 TAG inh DAPI viability
Cc1ccc2cccnc2c1N	-1	-4
N#Cc1ccc(NC2c3ccccc3CC2O)cc1 (stereo not given)	-14	0
NC(=O)c1cc2cc(Cl)ccc2oc1=O	12	-7
CCOC(=O)c1sc(-c2cccs2)nc1C	-1	25
CCc1ccc(CN2CCN(S(=O)(=O)Cc3ccccc3)CC2)cc1	-9	2
O=S(=O)(NCCOc1ccccc1F)c1cccc(Br)c1	-4	4
CSCCCNC(=S)N1CCN(c2ccc(C(C)=O)cc2)CC1	-8	-4
COC(=O)C1=C(C)N(CCCC(=O)O)C(=O)NC1c1ccccc1OS(=O)(=O)c1ccccc1[N+](=O)[O-] (stereo not given)	10	-2
COCOCCn1cc(CN2CCS(=O)(=O)N(Cc3ccc(-c4ccc(OC)c(OC)c4)cc3)C(CC(C)C)C2=O)nn1 (stereo not given)	10	-5
CC1(C(=O)Nc2ccc3c(c2)OCCO3)CCN1C(=O)Cc1ccc(-c2ccccc2)cc1 (stereo not given)	-14	-7
COc1ccc2sc(NC(=O)NC(=O)c3c(Cl)cccc3Cl)nc2c1	2	-5
CCCc1cc(=O)[nH]c(SCC(=O)Nc2ccc(N3CCCCC3)cc2)n1	-6	11
CC(C)Oc1ccc(CC(=O)NNC(=S)Nc2ccccc2)cc1	-13	-12
O=C(NCC(c1ccco1)N1CCCC1)c1cccc(S(=O)(=O)N2CCCCC2)c1 (stereo not given)	20	-20
O=C(N/N=C/c1ccc(N2CCOCC2)cc1)c1ccccc1NS(=O)(=O)c1cccs1	-9	2
NC(=O)Cn1nc(C(F)(F)F)c2c1CCCC2	-4	4
COc1ccc(CCn2nnnc2C(c2ccc(Cl)cc2)N2CCN(C)CC2)cc1OC (stereo not given)	5	6
CCc1[nH]c(C)c(C(C)=O)c1C	0	3
O=C(O)CN1C(c2ccccc2)=Nc2ccc(Br)cc2C1c1ccccc1 (stereo not given)	-10	-1
Cc1cccc(OCC(=O)N2CCN(C(=O)Cc3ccccc3)CC2)c1	-1	6
CCC(CC)Nc1ccc(C(CC(N)=O)NC(=O)Cc2cccc3ccccc23)cc1[N+](=O)[O-] (stereo not given)	11	-6
CCCCn1c(N)c(N(CCOC)C(=O)c2ccc(S(=O)(=O)N3CCCCCC3)cc2)c(=O)[nH]c1=O	-30	13
COc1cccc(CN(C(=O)/C=C/c2ccc(Cl)cc2)C2CCS(=O)(=O)C2)c1 (stereo not given)	14	4
Cc1ccc(NNC(=O)c2cccs2)cc1Cl	-4	-8
C/C=C/c1cnc2c(c1)C(=O)N([C@@H](C)CO)C[C@H](C)[C@@H](CN(C)S(=O)(=O)c1ccc(C)cc1)O2	15	-1
Cc1noc(NS(=O)(=O)c2ccc(NC(=O)Cc3ccc([N+](=O)[O-])cc3)cc2)c1C	-7	-6

Some values from above.
COc1ccc2sc(NC(=O)NC(=O)c3c(Cl)cccc3Cl)nc2c1 | H9c2 TAG inh DAPI viability = -5
CCCc1cc(=O)[nH]c(SCC(=O)Nc2ccc(N3CCCCC3)cc2)n1 | H9c2 TAG inh DAPI viability = 11
CCCCn1c(N)c(N(CCOC)C(=O)c2ccc(S(=O)(=O)N3CCCCCC3)cc2)c(=O)[nH]c1=O | H9c2 TAG inh DAPI viability = 13
COc1ccc(CCn2nnnc2C(c2ccc(Cl)cc2)N2CCN(C)CC2)cc1OC (stereo not given) | H9c2 TAG inh = 5
O=C(NCC(c1ccco1)N1CCCC1)c1cccc(S(=O)(=O)N2CCCCC2)c1 (stereo not given) | H9c2 TAG inh = 20
Cc1noc(NS(=O)(=O)c2ccc(NC(=O)Cc3ccc([N+](=O)[O-])cc3)cc2)c1C | H9c2 TAG inh DAPI viability = -6
CSCCCNC(=S)N1CCN(c2ccc(C(C)=O)cc2)CC1 | H9c2 TAG inh = -8

(continued)
SMILES	H9c2 TAG inh	H9c2 TAG inh DAPI viability
CC1(C(=O)Nc2ccc3ccccc3c2)CC1(Br)Br (stereo not given)	-6	8
CCN(C(=O)COC(=O)Cn1c(C)csc1=O)c1c(N)n(Cc2ccccc2)c(=O)[nH]c1=O	6	7
COc1ccccc1NCC(=O)c1ccc(C)c(C)c1	-3	1
Cc1ccc(NC(=O)C(OC(=O)c2ccc(C=O)cc2)c2ccccc2)cc1Cl (stereo not given)	-57	0
CC1CCCCC12NC(=O)N(Cc1cc(=O)n3ccsc3n1)C2=O (stereo not given)	0	1
CC(C)COc1ccc(C(=O)OC2CC(C)(C)OCC2CN(C)C)cc1 (stereo not given)	11	8
CSCC[C@H](NC(=O)OC(C)(C)C)c1nnc(SCC=C(C)C)o1	-1	-2
O=c1c2c3c(sc2nc2n1CCCS2)CCCC3	-13	8
Cc1cccn2c(CN(C)CCC3CCCCO3)c(C(=O)N3CCCCC3)nc12 (stereo not given)	8	-10
CC(C)(C)C1CCc2c(sc(NC(=O)C3CCCO3)c2C(N)=O)C1 (stereo not given)	-3	12
Cc1cccc(C(=O)Nc2ccc(C(=O)N3CCCCC3C)cc2)c1 (stereo not given)	-2	-2
COc1ccc2[nH]c(=O)c(CN(CC3CCCO3)S(=O)(=O)c3ccccc3)cc2c1 (stereo not given)	-24	15
COCCc1ncc(CN2CCC(C(=O)Nc3ccc(-n4cccn4)cc3)CC2)cn1	-5	0
CC1(C)Cc2ccccc2C(NNC(=O)c2cccnc2)=N1	7	1
CC(=O)N1CCc2c(sc(NC(=O)C3CC3)c2-c2nc3ccccc3s2)C1	17	35
COC(=O)[C@H](Cc1ccccc1)NS(=O)(=O)c1ccc(F)cc1Br	4	-19
O=C(C/C=N/OCc1c(Cl)cccc1Cl)c1ccc(Cl)cc1	8	14
c1ccc2c(c1)CCN2CCN1CCc2ccccc21	7	-10
O=C(Cc1cccc(NC(=O)C2CCN(C(=O)CCc3ccccc3)CC2)c1)Nc1cccc(C(=O)N2CCCC2)c1	10	0
Cc1nc(SC2CCOC2=O)c2c(C)c(C)sc2n1 (stereo not given)	7	4
Cc1ccc(N2CCN(/N=C/c3ccccc3[N+](=O)[O-])CC2)cc1	6	4
c1ccc2c(c1)Nc1ccncc1S2	-3	4
O=C(O)c1cccc2c(-c3ccccc3)c(-c3ccccc3)[nH]c12	11	-15
O=C(C[C@H]1C(=O)N(c2ccccc2)C[C@@H]1Cc1ccccc1)Nc1ccccc1	-5	-6
CC1(C(=O)NCc2ccc3c(c2)OCO3)CCN1C(=O)Cc1ccc(Cl)cc1Cl (stereo not given)	-7	-6
Cc1ccc(N2CCN(S(=O)(=O)c3nnc(NC(=O)c4ccccc4)s3)CC2)cc1	4	3
CC(Nc1n[nH]c(=O)[nH]c1=O)C(=O)N/N=C/c1cccs1 (stereo not given)	18	-9
Cc1ccc(C(=O)c2coc3ccc(O)c(CN(C)C)c23)cc1	-10	-2
O=C(O)C1CCCCC1C(=O)Nc1cccc(Br)c1 (stereo not given)	-6	3
Cc1ccc([C@@H]2CC=C(C(=O)O)[C@H](c3ccccc3)N2S(=O)(=O)c2ccccc2C)cc1	-3	-1
CCN(CC)S(=O)(=O)c1ccc(N2CCOCC2)c(NC(=O)C23CC4CC(CC(Cl)(C4)C2)C3)c1	2	-1
CN(C)C1=NC[C@H](Cc2ccccc2)N1CC1CCCCCC1	5	-3
CC(C)NC(=O)N(C)C[C@@H]1Oc2c(NC(=O)Nc3ccccc3)cccc2C(=O)N([C@H](C)CO)C[C@H]1C	5	-12
O=C(Oc1c(-c2ccccc2)c(=O)n2c3c(cccc13)CC2)c1ccc(F)cc1	7	-7
CCN1C(=O)CC(N2CCN(c3cccc(OC)c3)CC2)C1=O (stereo not given)	2	-3
Cc1cccc(OCC(=O)NCc2ccncc2)c1C	-8	-4
O=[N+]([O-])c1cc(S(=O)(=O)N2CCCCC2)ccc1NCCCN1CCOCC1	3	6
COC(=O)c1cccc(CN2C(=O)SC(Nc3ccccc3)C2=O)c1 (stereo not given)	9	1
O=C(NCc1ccncc1)C1CCCN(S(=O)(=O)c2cc(Cl)ccc2Cl)C1 (stereo not given)	-19	6
